Screening results (PubChem)
MT1-MMP act inh: blocks activation of human MT1-MMP | P50281 | HT1080 RFP-PRO-GFP cells, GFP/RFP ratio fluorescence, overnight; percent of plate control window, DMSO zero | GFP/RFP ratio change, % at 20 µM | hit rate 0.061% among 360,000;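 active means GFP/RFP ratio change of at least 30% with cell ATP level not reduced by more than half and red fluorescence within 50% of control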; further: strong numbers were not always called active
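Material: RFP-PRO-GFP reporter HT1080 cells. Dosing: single-point 20 µM compound, 1% DMSO. Controls: DMSO and RFP-L50D-GFP cell wells. Timing: cells overnight before dosing, compound overnight, 37 °C, 5% CO2. Measure: GFP/RFP fluorescence ratio.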
PABP1 MLLE inh: blocks PAM2 peptide binding to the PABP1 MLLE domain; P11940; GST-MLLE / FITC-PAM2 fluorescence polarization; inhibition, % at 20 µM; hit rate 0.36% among 360,000; AID 588489; in the data active means inhibition above about 35%, passing the limit was not always enough;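 further: plate controls were DMSO wells with GST-MLLE for no effect and wells lacking GST-MLLE protein for full effect; some results filed as inactive read as strong as hits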
FAS TE block: blocks the thioesterase domain of human fatty acid synthase. recombinant FAS-TE, OMFH fluorogenic substrate, fluorescence endpoint. hit rate 0.67% among 360,000. inhibition, % at 15 µM. P49327;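 active means compounds whose normalised, plate-corrected inhibition of enzyme fluorescence in the single-dose primary screen is 50% or more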;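 further: 0% = DMSO with enzyme and 100% = substrate without enzyme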
Target sequence (P49327 whole entry, looked up, the tested form may be a part): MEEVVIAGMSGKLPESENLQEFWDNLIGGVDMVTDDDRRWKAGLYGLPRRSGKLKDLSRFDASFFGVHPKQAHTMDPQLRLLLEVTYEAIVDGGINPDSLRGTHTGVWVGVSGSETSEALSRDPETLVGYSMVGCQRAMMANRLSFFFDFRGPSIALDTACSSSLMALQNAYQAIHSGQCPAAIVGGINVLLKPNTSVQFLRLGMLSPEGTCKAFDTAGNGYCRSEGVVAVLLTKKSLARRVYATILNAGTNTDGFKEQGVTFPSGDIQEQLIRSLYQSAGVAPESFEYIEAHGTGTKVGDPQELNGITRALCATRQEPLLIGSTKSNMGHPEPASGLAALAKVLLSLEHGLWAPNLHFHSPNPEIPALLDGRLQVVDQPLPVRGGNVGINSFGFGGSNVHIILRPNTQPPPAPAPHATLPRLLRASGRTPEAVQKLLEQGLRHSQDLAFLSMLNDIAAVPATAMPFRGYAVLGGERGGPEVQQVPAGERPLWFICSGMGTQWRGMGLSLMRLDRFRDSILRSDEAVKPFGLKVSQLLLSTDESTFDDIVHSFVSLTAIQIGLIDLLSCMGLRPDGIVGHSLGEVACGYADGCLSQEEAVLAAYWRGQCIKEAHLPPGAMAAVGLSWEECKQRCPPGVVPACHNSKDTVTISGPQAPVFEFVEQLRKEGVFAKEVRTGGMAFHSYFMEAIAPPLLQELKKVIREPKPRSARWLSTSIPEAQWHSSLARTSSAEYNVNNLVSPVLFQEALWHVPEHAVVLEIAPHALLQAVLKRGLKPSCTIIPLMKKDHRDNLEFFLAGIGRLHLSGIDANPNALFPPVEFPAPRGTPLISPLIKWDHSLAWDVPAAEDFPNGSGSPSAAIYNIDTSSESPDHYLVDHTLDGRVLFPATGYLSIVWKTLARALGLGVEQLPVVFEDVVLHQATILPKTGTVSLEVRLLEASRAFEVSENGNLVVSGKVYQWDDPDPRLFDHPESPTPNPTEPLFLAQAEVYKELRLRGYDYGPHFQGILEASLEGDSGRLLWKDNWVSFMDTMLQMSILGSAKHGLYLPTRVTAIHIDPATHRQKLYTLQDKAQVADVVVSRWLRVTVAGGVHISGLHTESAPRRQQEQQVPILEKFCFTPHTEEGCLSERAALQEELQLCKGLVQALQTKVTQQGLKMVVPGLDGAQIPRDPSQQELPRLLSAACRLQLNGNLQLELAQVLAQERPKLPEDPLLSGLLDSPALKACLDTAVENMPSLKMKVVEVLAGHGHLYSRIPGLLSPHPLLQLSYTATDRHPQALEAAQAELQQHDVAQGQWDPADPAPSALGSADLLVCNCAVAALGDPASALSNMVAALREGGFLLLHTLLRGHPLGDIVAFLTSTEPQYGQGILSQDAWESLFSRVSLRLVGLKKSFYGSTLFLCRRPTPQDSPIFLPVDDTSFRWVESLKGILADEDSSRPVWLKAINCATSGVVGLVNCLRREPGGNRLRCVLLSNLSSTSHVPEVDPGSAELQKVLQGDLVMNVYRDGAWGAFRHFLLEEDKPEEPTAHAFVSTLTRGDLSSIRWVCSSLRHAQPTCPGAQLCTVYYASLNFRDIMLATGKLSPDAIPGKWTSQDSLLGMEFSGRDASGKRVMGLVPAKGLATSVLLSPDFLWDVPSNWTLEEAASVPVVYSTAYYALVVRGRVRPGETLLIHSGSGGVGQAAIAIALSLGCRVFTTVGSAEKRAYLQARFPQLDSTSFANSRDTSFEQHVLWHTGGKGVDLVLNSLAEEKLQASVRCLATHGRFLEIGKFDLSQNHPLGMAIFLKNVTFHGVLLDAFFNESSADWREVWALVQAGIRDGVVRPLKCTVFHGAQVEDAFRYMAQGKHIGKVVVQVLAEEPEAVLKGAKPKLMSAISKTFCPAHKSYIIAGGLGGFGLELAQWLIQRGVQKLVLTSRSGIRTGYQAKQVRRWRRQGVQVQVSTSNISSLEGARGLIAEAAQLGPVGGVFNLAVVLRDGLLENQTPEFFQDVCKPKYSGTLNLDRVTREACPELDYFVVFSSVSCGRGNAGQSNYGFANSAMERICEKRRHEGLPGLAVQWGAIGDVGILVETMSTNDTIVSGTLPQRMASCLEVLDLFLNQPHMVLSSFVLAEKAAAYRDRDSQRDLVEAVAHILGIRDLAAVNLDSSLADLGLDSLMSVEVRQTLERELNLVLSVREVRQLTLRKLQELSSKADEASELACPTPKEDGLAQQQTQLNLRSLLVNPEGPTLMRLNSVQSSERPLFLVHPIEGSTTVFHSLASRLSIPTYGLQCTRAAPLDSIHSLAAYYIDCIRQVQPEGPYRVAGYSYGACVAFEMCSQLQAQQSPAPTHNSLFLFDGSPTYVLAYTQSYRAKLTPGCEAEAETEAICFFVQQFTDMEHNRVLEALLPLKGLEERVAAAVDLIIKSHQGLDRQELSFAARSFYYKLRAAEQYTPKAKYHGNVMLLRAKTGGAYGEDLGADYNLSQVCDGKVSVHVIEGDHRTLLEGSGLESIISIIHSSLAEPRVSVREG
MsrA inhibitor: bovine MsrA inhibition. inhibition, % at 15.5 µM. hit rate 0.75% among 360,000. purified bovine MsrA, absorbance read-out. AID 651718; in the data active means inhibition above about 4.5%;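 further: 0% = vehicle wells with enzyme and 100% = reference inhibitor wells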
eLon inh: E. coli protease La inhibition | P0A9M0 | purified E. coli Lon protease, fluorescence polarization | inhibition, % at 7.94 µM | hit rate 0.42% among 360,000; in the data active means inhibition above about 13%, passing the limit was not always enough;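 further: 0% = enzyme with probe and DMSO and 100% = no enzyme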
NRP1-CendR mod: modulators of CendR peptide binding to human neuropilin-1; O14786; FAM-RPARPAR peptide binding to NRP-1, fluorescence polarization; inhibition, % at 25 µM; hit rate 0.85% among 360,000;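 active means inhibition or corrected inhibition above about 18%, plus a signal ratio from 0.5 to 1.5, limit read from the data, passing the limit was not always enough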; further: strong numbers were not always called active
bovine MsrA act: bovine methionine sulfoxide reductase A activation. purified bovine MsrA, absorbance read-out. activation, % at 10.6 µM. hit rate 0.3% among 360,000; in the data active means activation above about 7.5%;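 further: 0% = vehicle and 100% = reference activator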
TbMetRS inhib: blocks T. brucei methionyl-tRNA synthetase activity; purified T. brucei MetRS, ATP depletion, Kinase-Glo luminescence; inhibition, % at 11.9 µM; hit rate 0.4% among 360,000; AID 624268;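 active means inhibition above a per-plate cutoff of the control wells' mean inhibition plus 3 SD, cut at about 5.5% in these data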;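 further: 0% = DMSO wells median and 100% = median of wells with control inhibitor compound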
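Dosing: 11.9 µM single point; system: parasite MetRS enzyme; technique: luminescence of leftover ATP; times: 15 min enzyme-compound preincubation, 2 h reaction, 10 min detection, 25 °C; replicates: each compound tested once; read-out basis: percent inhibition relative to median high and low control wells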
SKN-1 inh: C. elegans SKN-1 inhibition. inhibition, % at 21.8 µM. hit rate 0.49% among 360,000. C. elegans VP596 Pgst-4::GFP/RFP ratio, acrylamide-induced, 24 h;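 active means interference check ratio from 0.5 to 1.5 plus GFP to RFP signal ratio inhibition reaching or exceeding a fixed threshold, cut at about 30% in these data, passing the limit was not always enough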; further: some compounds called inactive have numbers as strong as hits
An asterisk follows results filed as active; nt = not tested or not shown.

SMILES	eLon inh	FAS TE block	MsrA inhibitor	bovine MsrA act	TbMetRS inhib	SKN-1 inh	NRP1-CendR mod	MT1-MMP act inh	PABP1 MLLE inh
Cc1ccc(C2c3sc(=O)[nH]c3SC3C4CC(C5C(=O)N(C(C)C(=O)O)C(=O)C45)C23)cc1 (centres undefined)	-6	-8	0.8	-15	-1.6	-6	-1	-3	37
CC(=O)Oc1ccc(OC(C)=O)c2c1CC1(C)OC1(C)C2 (centres undefined)	2	-6	-0.3	-5	-0.1	16	6	1	-5
Cc1cccc(CN2C(=O)c3ccccc3Sc3ccc(C(=O)O)cc32)c1	6	8	-0.4	-3	-0.1	-3	10	-1	5
COc1cc(/C=C(\C#N)C(=O)Nc2cccc(C(=O)O)c2)ccc1OCc1ccc(Cl)cc1	-11	31	0.7	-3	-0.2	-4	-24	-5	-6
Cc1cc(OCc2nc(N)nc(N)c2-c2ccc(Cl)c(Cl)c2)ccc1[N+](=O)[O-]	5	51*	1.1	-14	-0.4	-11	-15	2	-3
CC1CN(c2nc3ccccc3nc2SCC(=O)Nc2cccc(C(F)(F)F)c2)CC(C)O1 (centres undefined)	6	28	0.2	-7	-0.5	40	-5	-5	-2
O=S(=O)(/N=C(\c1ccccc1)N1CCOCC1)c1cccs1	-9	-7	-0.1	-3	-0.3	-10	27*	-2	12
Cc1ccc(-c2ccc(CCC(=O)O)n2Cc2ccco2)cc1	-24	-10	2.4	-13	-1.0	18	-26	-7	-10
O=C(CCN1CCOCC1)Nc1cccc(Br)c1	-2	-11	0.4	0	0.4	10	-1	-2	-4
COc1ccc(CNC(=O)c2cc(-c3ccccc3O)n[nH]2)cc1	-5	-4	-0.1	-3	-0.5	7	-3	0	1
Cc1cccc(-n2c(C)nc3cc(C(=O)N4CCOCC4)ccc32)c1	-3	-5	-0.3	-2	-0.1	9	4	-2	1
CCn1nnnc1SCC(=O)N1N=C(c2cccs2)CC1c1cccs1 (centres undefined)	-11	12	2.1	-1	-0.5	-7	-5	0	-23
O=C(CC1C(=O)NCCN1CC1CCCCC1)NCc1cc(F)ccc1F (centres undefined)	-2	5	-0.7	-2	0.5	7	0	-3	13
CN1CCN(C(=O)C2(NC(=O)NCc3ccccc3)CCCCC2)CC1	-6	-6	-0.4	-4	-0.5	-2	5	-2	0
COCCCNC(=O)N1c2ccccc2Sc2ccccc21	-3	-3	-0.9	-4	-1.0	3	4	-2	-3
CC1CC(=O)Nc2ccccc2N1C(=O)CN1CCN(C=O)CC1 (centres undefined)	-4	-18	-0.3	-3	-0.4	6	1	0	12
COCCn1nnnc1CN(CCc1ccccc1)Cc1cc2cc(OC)ccc2[nH]c1=O	-2	-2	2.1	-7	-0.4	1	-16	-3	21
CNc1nc(C)c([N+](=O)[O-])c(Nc2ccc(OC)cc2)n1	-3	-3	1.8	-2	0.1	25	24	-1	-2
CCOc1ccc(N/C(N)=N/c2nc(C)c(C)c(=O)[nH]2)cc1	-1	-8	0.2	4	0.1	6	5	-1	14
COCCNC(=O)C(C)OC(=O)C1=Cc2ccccc2OC1 (centres undefined)	2	-6	0.4	-9	-0.2	-6	-5	3	3
O=C(Nc1ccc(OCc2ccccc2)cc1)c1cccnc1	8	-6	3.2	-1	-0.3	17	2	8	5
COc1cc(CNc2ccc3[nH]c(=O)[nH]c3c2)ccc1OCc1c(F)cccc1Cl	-238	4	-0.4	-2	-0.2	21	0	3	16
Oc1ccc2ccccc2c1CN1CCN(c2ccccc2)CC1	0	10	0.7	-2	0.1	0	6	-2	5
O=C(CCNC(=O)N1CCn2c1nc1ccccc12)NCc1ccc(F)cc1	2	-2	-0.9	-2	-0.2	7	6	-2	-3
CC(C)C[C@@H](CNCC(=O)[C@H](C)NC(=O)c1[nH]cnc1C(=O)N[C@@H](C)CN)NC(=O)c1nc[nH]c1C(=O)N[C@@H](C)C(=O)O	-1	-9	0.0	0	0.3	-3	-2	3	14
O=C(c1cccnc1)C1Cc2ccccc2C1=O (centres undefined)	-7	-3	3.6	-1	-0.4	36*	15	1	13
CCC(CO)Oc1cc(NCc2cccc(OC)c2)c2ncn(C(C)C)c2c1 (centres undefined)	16	-10	-0.7	-2	0.1	-1	-6	4	-5
Cc1cccc(C(=O)OCC(=O)N(CC(C)C)c2c(N)n(Cc3ccccc3)c(=O)[nH]c2=O)c1C	0	-12	-0.4	-6	-0.5	-1	-1	-11	-32
Cn1c(=O)c2c(-c3ccccc3)n(-c3cccc(Br)c3)cc2n(C)c1=O	-7	3	0.1	-2	0.3	-4	-6	1	14
Cc1c(NC(=S)NC(=O)c2ccccc2)c(=O)n(-c2ccccc2)n1C	1	-4	0.1	-4	-0.8	1	3	0	12
O=C(c1ccccc1)c1c(O)nc(-c2ccccc2)n(-c2ccccc2)c1=O	-1	-8	0.0	-2	-1.2	3	-6	4	5
O=C(OCC(=O)N1CCC(Cc2ccccc2)CC1)c1ccc[nH]c1=O	-7	-4	0.9	5	-0.1	5	6	2	-5
O=[N+]([O-])c1c(NCCCO)cc(SCc2ccco2)c2nonc12	13	16	3.0	-3	1.9	4	1	0	41*
Cc1cc(C(=O)COC(=O)CCCN2C(=O)c3ccccc3C2=O)c(C)n1C	1	-1	1.5	-5	-2.2	-8	5	2	-7
COc1ccc(C2c3ccc4ccccc4c3Oc3ncn(CCO)c(=N)c32)cc1OC (centres undefined)	4	-4	nt	0	-1.6	-4	0	0	-14
C#CC1(NC(=O)NS(=O)(=O)c2ccc(C)cc2)CCCCC1	-5	-5	-0.8	-14	0.0	-8	-6	-2	-4
Cc1cccc(C)c1NC(=O)CN(c1ccccn1)S(=O)(=O)c1ccccc1	0	-7	1.4	-7	-0.3	1	-2	2	9
Cc1nn2c(-c3ccccn3)ccnc2c1Cl	-2	-2	0.0	-5	0.5	6	0	-2	-2
Cc1cccc(NC(=S)/N=C(\N)Nc2nc(C)c3ccc(C)cc3n2)c1	2	25	0.1	-2	0.0	29	1	-7	24
O=C(Nc1cc(-c2ccccc2)[nH]n1)c1ccccc1	3	0	0.1	0	0.4	37*	25*	-1	1
O=C(O)CCc1ccc(NCc2cccc(Oc3ccccc3)c2)cc1	2	-7	-0.9	-12	0.1	-5	-15	nt	-1
CCN(CC)c1ccc(S(=O)(=O)N2CCOCC2)cc1NC(=O)CN1C(=O)NC2(CCCC2)C1=O	-1	-2	1.0	-4	-0.3	-5	11	-3	-15
COc1cc(NC(=O)c2nnn(Cc3ccc(SC)cc3)c2N)cc(OC)c1	0	35	0.8	-1	-0.7	8	-3	6	-13
c1coc(CNc2c3c(nc4ncnn24)CCCC3)c1	2	-7	-1.3	-7	-0.2	-6	12	10	4
COc1ccccc1C(=O)Nc1ccc(NC(=O)c2ccco2)c(C)c1	-1	-4	1.7	-3	-1.1	-13	9	0	0
Nc1ncnc2c1ncn2[C@@H]1O[C@H](CNC(=O)[C@@H]2CCC(=O)N2)[C@@H](O)[C@H]1O	2	-7	nt	0	-0.1	-3	-14	0	-8
CC1CC(OCC(O)CN2CCN(Cc3ccccc3)CC2)CC(C)(C)C1 (centres undefined)	-3	-5	-0.8	-2	-0.7	-3	7	1	-3
O=C1CCCCC1Sc1nnc(Nc2ccccc2)s1 (centres undefined)	4	-4	0.5	-3	0.8	3	-1	3	-22
CCOc1cccc(CNCc2ccncc2)c1	-9	-5	0.6	-5	-0.8	-12	-6	2	0
CN1CCNC(=O)C1CC(=O)NCCC1=CCCCC1 (centres undefined)	-5	-2	2.0	-2	-0.6	-5	4	0	-6
COc1cc(CC(=O)N(c2ccccc2)c2nc(C)cs2)cc(OC)c1OC	4	7	0.5	-2	0.4	0	-3	-2	-5
C=C(C)C1CC=C(C)/C(=N/NC(=O)c2ccc(NC(=O)c3cccc(C)c3)cc2)C1 (centres undefined)	-3	20	-0.9	-3	0.0	9	-7	2	-3
COc1ccc(N(C)C(=O)c2cn(CC(C)C)c(=O)c3cc(OC)c(OC)cc23)c(OC)c1	-8	-3	1.2	-6	-1.3	-7	6	-1	4
CN(Cc1cnccn1)Cc1nc(Cc2ccccc2Cl)no1	-2	-2	0.0	-3	-0.2	-5	-6	-1	0
CC(C)OC(=O)c1cc(Cl)c(=O)n(Cc2ccc(Cl)cc2Cl)c1	6	26	-0.3	-1	0.3	15	3	-3	-4
COc1ccc(Nc2nnc(SC(C)C(=O)NC3CC3)s2)cc1 (centres undefined)	-3	-7	-0.3	-1	-0.2	8	-3	-2	-16
COc1ccc(-c2cc(C(F)(F)F)nc(SCC(=O)Nc3sc4c(c3C#N)CCC4)n2)cc1	-8	30	nt	-8	-0.5	-3	1	1	17
COc1ccc(CCNC(=O)CCS(=O)(=O)c2ccc(Br)cc2)cc1OC	-8	-6	-0.2	-3	0.7	-5	14	3	16
COc1ccc(-c2c(C)n([O-])c3c([n+]2=O)CCCCC3)cc1	-11	-13	-0.2	-5	0.1	9	-8	6	3
COc1ccc(-c2cc(C(=O)Nc3ccc(S(=O)(=O)Nc4onc(C)c4C)cc3)c3ccccc3n2)cc1OC	-7	-1	0.2	-8	-0.5	-2	3	-1	0

Continued.
SMILES	eLon inh	FAS TE block	MsrA inhibitor	bovine MsrA act	TbMetRS inhib	SKN-1 inh	NRP1-CendR mod	MT1-MMP act inh	PABP1 MLLE inh
COc1ccc(NC(=O)c2ccco2)c2ccccc12	-7	-3	0.8	0	-0.1	-7	4	7	12
Cc1cccc(NC(=O)C(C)SCc2ccccc2)c1 (centres undefined)	-4	2	0.0	-2	2.2	9	-7	5	8
CCOC(=O)C1CCCN(S(=O)(=O)c2cc3c4c(c2)CCN4C(=O)CC3)C1 (centres undefined)	-2	-7	1.2	-5	-0.3	4	-1	4	14
COc1cc(NC(=O)NCc2ccncc2)cc(OC)c1OC	-9	-7	0.4	-6	-0.8	-6	8	-4	-9
Cc1ccc(C(O)c2ncc(-c3ccc(Cl)cc3)[nH]2)cc1F (centres undefined)	-8	9	-0.8	0	0.3	-6	3	6	7
Cc1cc(C)cc(N(CC(=O)NCC2CCCO2)C(=O)CCC(=O)Nc2cc(C)on2)c1 (centres undefined)	4	-12	-0.2	-14	-1.3	-12	-12	-1	29
O=C(NC(=S)Nc1ccc(CN2CCOCC2)cc1)c1ccc([N+](=O)[O-])cc1	1	12	-1.0	-4	-0.1	11	1	-2	52*

The order is random (roughly 4% active in at least one column).
